Rac1 wt GTP bind – human Rac1 wildtype GTP binding, inhibitors and activators; P63000; GST-Rac1 beads, fluorescent GTP binding, flow cytometry; actives lie on both sides; 0 = cold GTP competed, 100 = untreated; GTP binding activity (% of control), % at 10 µM; 190,000 tested, 0.27% active;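 active = GTP binding activity at least 20 points away from the 100% control level, either lower or higher; inconclusive = compound flagged as likely green fluorescent, judged across all proteins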
ABCG2 block – inhibitors of human ABCG2 transporter, ABCB1 counter-screen | Q9UNQ0 | AID 1325 | inhibition, % at 6.6 µM | IgMXP3 cells, JC-1 efflux, flow cytometry | 190,000 tested, 0.1% active;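 active = inhibition above 80%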;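 note: 0% = DMSO and 100% = nicardipine control wells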
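Measure – % inhibition of efflux relative to nicardipine and DMSO · Test system – ABCG2 IgMXP3 and barcoded ABCB1 CCRF-Adr cell mix · Control set – nicardipine as high control, DMSO as low control · Compound – one concentration, 6.6 µM final · Signal – flow cytometry of retained JC-1 fluorescence · Timing – 10 min exposure at 25 °C with rotation, no wash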
Rab2A wt mod – changes GTP binding to wildtype dog Rab2A, up or down | P61105 | GST-Rab2 wt beads, Bodipy-GTP binding, flow cytometry | GTP binding activity, % at 10 µM | 190,000 tested, 0.19% active;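 active = GTP binding activity at least 20 points away from 100%, either lowered or raised; inconclusive = signal likely due to the compound's own green fluorescence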;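 note: 0% = beads with excess unlabeled GTP and 100% = no-compound control corrected for plate trend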
HRas wt GTP bind – human HRas wildtype GTP binding, change in either direction. GTP binding activity, % at 10 µM. 190,000 tested, 0.14% active. GST-Ras wt beads, Bodipy-FL-GTP binding, flow cytometry; actives lie on both sides. P01112;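 active = GTP binding activity at least 20% away from the 100% baseline, either lowered as inhibitor or raised as activator; inconclusive = flagged as likely green fluorescent, judged across all proteins in the well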;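 note: 0% = unlabeled GTP competition control and 100% = no-compound control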
Target sequence (P01112 whole entry, looked up): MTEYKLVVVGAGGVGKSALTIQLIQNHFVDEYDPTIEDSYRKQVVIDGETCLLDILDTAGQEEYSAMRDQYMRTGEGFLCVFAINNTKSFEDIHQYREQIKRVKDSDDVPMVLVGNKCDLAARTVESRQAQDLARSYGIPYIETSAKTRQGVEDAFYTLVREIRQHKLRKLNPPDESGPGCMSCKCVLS
Avidin fluor – compound fluoresces at 488/530 nm on avidin beads; compound fluorescence 488/530 nm, flow cytometry; stronger effect = higher value; fluorescence (KMESF) at 10 µM; 220,000 tested, 0.38% active; in the data active = fluorescence above about 47; note: inactives centre near 10
Rac1 mut GTP – modulators of GTP binding to human Rac1 activated mutant | 190,000 tested, 0.11% active | P63000 | percent activity (GTP binding), % at 10 µM | GST-Rac1 activated beads, fluorescent GTP binding, flow cytometry; actives lie on both sides; 100% means binding = to untreated wells;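 active = GTP binding at least 20 percentage points away from the 100% baseline, in either direction, so actives lie on both sides; inconclusive = Compound likely fluorescent itself, or too few beads counted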
Mcl1-Noxa inh – disrupts binding of human Mcl-1 to Noxa peptide. Q07820. inhibition, % at 21.7 µM. AID 1022. 220,000 tested, 1.5% active. TR-FRET Mcl-1/Noxa peptide binding, 2 h;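 active = compounds that cut the protein-peptide binding signal by more than 50% relative to plate controls in a single-dose test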;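 note: His-tagged Mcl-1 with rhodamine Noxa BH3 peptide and terbium anti-His antibody; 0% = Mcl-1 plus Noxa peptide wells and 100% = peptide-only wells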
Target sequence (Q07820 whole entry, looked up): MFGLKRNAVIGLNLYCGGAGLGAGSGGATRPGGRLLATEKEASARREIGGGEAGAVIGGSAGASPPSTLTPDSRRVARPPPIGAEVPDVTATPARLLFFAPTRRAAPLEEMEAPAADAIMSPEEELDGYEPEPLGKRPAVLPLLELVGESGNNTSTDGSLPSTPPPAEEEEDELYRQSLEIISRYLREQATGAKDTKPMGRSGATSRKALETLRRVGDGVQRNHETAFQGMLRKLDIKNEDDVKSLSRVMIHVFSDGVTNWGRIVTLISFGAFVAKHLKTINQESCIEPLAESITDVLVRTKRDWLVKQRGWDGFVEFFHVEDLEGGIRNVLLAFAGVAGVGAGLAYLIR
Cdc42 wt GTP – changes GTP binding to wildtype human Cdc42; P60953; GST-Cdc42 beads, Bodipy-GTP binding, flow cytometry; actives lie on both sides; percent activity (GTP binding), % at 10 µM; 190,000 tested, 0.2% active;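 active = percent activity GTP binding at least 20 points away from the 100% baseline, either down as inhibitor or up as activator; inconclusive = compound flagged as likely green fluorescent from well-wide comparison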;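 note: median bead fluorescence of bound Bodipy-FL-GTP at 100 nM; 0% = excess unlabeled GTP control and 100% = no compound control; below 100% means less GTP binding so inhibitor and above means activator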
Target sequence (P60953 whole entry, looked up): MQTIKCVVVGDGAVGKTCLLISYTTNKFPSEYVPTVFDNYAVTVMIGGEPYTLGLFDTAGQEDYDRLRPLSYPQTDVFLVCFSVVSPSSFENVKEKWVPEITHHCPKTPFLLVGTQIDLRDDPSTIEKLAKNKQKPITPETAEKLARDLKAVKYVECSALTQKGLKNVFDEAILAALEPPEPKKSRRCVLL
Rab7 wt modul – dog Rab7 wildtype GTP binding, inhibitors and activators. GST-Rab7 beads, fluorescent GTP binding, flow cytometry; actives lie on both sides; untreated = 100%, excess cold GTP = 0%. AID 758. 190,000 tested, 0.055% active. GTP binding activity (percent of control), % at 10 µM;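 active = fluorescent GTP binding to Rab7 beads changed by at least 20 points from the 100% baseline, either direction, mostly lower; inconclusive = compound itself probably fluorescent, or too few beads counted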;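 note: median green fluorescence of bound Bodipy-FL-GTP per Rab7 bead population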
Pf gametocyte – P. falciparum stage V gametocyte viability inhibition; P. falciparum stage V gametocytes, ATP luminescence, 24 h; inhibition, % at 10.9 µM; 150,000 tested, 0.065% active; AID 743093;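 active = inhibition above the mean plus 3 SD of compounds within the control limits, set per campaign, cut at about 38% in these data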;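 note: 0% = DMSO wells and 100% = medium only without gametocytes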
ABCB1 block – blocks JC-1 efflux by human ABCB1 transporter | 190,000 tested, 0.067% active | AID 1326 | inhibition, % at 6.6 µM | CCRF-Adr cells, flow cytometry | P08183; in the data active = inhibition above about 40%;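 note: 0% = vehicle and 100% = reference inhibitor; higher value means more JC-1 retained so stronger ABCB1 efflux block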
Starred values were filed as active, the others as inactive; ? = inconclusive; / = not tested or not shown.

SMILES	Rac1 wt GTP bind	ABCG2 block	Rab2A wt mod	HRas wt GTP bind	Avidin fluor	Rac1 mut GTP	Mcl1-Noxa inh	Cdc42 wt GTP	Rab7 wt modul	Pf gametocyte	ABCB1 block
CC(C)(C)c1ccc(C(=O)NNC(=O)c2cccc(Br)c2)cc1	98.0	1.5	99.0	97.0	65*	97.0	3.2	96.0	100.0	/	0.0
COc1ccc(-c2n[nH]c(C)c2-c2cnn(-c3ccccc3)c2)c(O)c1C	97.0	46.8	99.0	98.0	13	99.0	5.5	96.0	102.0	-24.5	1.4
COc1cccc(-c2ccc(SCC(=O)N3CCc4ccccc43)nn2)c1	100.0	7.0	97.0	97.0	16	97.0	-18.6	98.0	98.0	/	0.5
O=c1[nH]c2ccccc2n1Cc1ccc(Cl)cc1	100.0	6.8	96.0	98.0	4	99.0	-6.5	99.0	98.0	/	0.6
COc1ccc(CCNS(=O)(=O)c2cc(C(=O)O)c(Cl)cc2Cl)cc1	96.0	1.3	91.0	95.0	11	90.0	23.2	90.0	97.0	3.7	0.6
CCN(CC)C(=O)C[n+]1ccc(C(N)=O)cc1	105.0	0.4	103.0	106.0	9	102.0	-3.1	101.0	97.0	-6.3	-0.3
CC(=O)O[C@@H]1C[C@H]2C(C)(C)C(=O)C=C[C@]2(C)[C@H]2CC[C@@]3(C)[C@H](c4ccoc4)OC(=O)[C@H]4O[C@]43[C@@]21C	104.0	1.2	99.0	100.0	14	99.0	-1.3	97.0	99.0	/	3.2
CCCCN(CC)Cc1c(C)[nH]c2ccccc2c1=O	106.0	4.8	101.0	102.0	14	102.0	-3.9	107.0	99.0	15.4	0.5
O=C(c1ccc(N2CCCCS2(=O)=O)cc1)N1CCN(c2ccc(N3CCOCC3)nn2)CC1	102.0	0.2	99.0	98.0	8	98.0	18.6	99.0	97.0	/	0.2
NNC(=O)c1ccc(CN2CCCCC2)o1	103.0	-0.6	101.0	98.0	3	98.0	0.5	101.0	96.0	2.3	0.2
CC1CCCC(NCC(=O)Nc2ccc(C(N)=O)cc2)C1C (stereo not given)	97.0	0.8	98.0	97.0	11	96.0	7.0	95.0	106.0	-2.3	-0.4
S=C(Nc1ccc(Br)cc1Cl)NC1CCN(Cc2ccccc2)CC1	99.0	3.5	100.0	95.0	9	98.0	7.5	100.0	98.0	0.7	0.7
Cc1cc([N+](=O)[O-])nn1CC(=O)Nc1sc2c(c1C(N)=O)CCCC2	?	1.3	?	?	9	?	25.7	?	?	14.5	0.0
CCOC(=O)N1CCc2c(sc(NC(=O)c3ccc(Cl)s3)c2C(N)=O)C1	101.0	-2.3	101.0	100.0	11	99.0	44.2	101.0	100.0	/	-2.4
O=c1c(Cl)c(Cl)cnn1Cc1ccc(F)cc1	96.0	3.9	98.0	96.0	15	95.0	-6.4	93.0	101.0	14.8	1.3
O=C(NCCCc1ccccc1)c1ccccc1O	99.0	0.7	96.0	95.0	3	96.0	-13.4	98.0	95.0	/	0.0
Cc1ccccc1CS(=O)(=O)CCC(=O)O	99.0	-0.3	99.0	98.0	8	96.0	1.7	96.0	102.0	0.4	-0.6
C/C(Cn1nc([N+](=O)[O-])cc1C)=N\NC(=O)COc1c(Cl)cc(Cl)cc1Cl	102.0	3.4	98.0	100.0	9	97.0	10.5	101.0	99.0	-1.1	0.1
COc1ccc([N+](=O)[O-])cc1N(CC(=O)NCCCOC(C)C)S(C)(=O)=O	103.0	6.5	102.0	101.0	9	98.0	4.6	101.0	107.0	-6.3	1.4
O=C(O)c1ccc(-n2ccnc2)c([N+](=O)[O-])c1	105.0	10.5	99.0	101.0	5	100.0	10.8	102.0	102.0	/	1.3
C/C(=N\NC(=O)C1CC1)c1ccc(Cl)c(Cl)c1	102.0	0.6	99.0	99.0	6	96.0	4.1	98.0	99.0	/	-0.9
O=C(N/N=C/c1ccccn1)c1ccc([N+](=O)[O-])cc1	98.0	11.3	98.0	94.0	11	96.0	-23.5	95.0	92.0	-33.4	1.7
NC(=O)COc1ccc(Cc2ncc(C(F)(F)F)cc2Cl)cc1	90.0	8.0	95.0	93.0	11	92.0	11.3	91.0	94.0	8.7	1.1
CN(C)/N=C/c1ccc(Sc2ccccc2[N+](=O)[O-])o1	94.0	1.4	92.0	93.0	20	92.0	13.0	92.0	96.0	-3.0	0.5

One compound at a time (already shown):
CN(C)/N=C/c1ccc(Sc2ccccc2[N+](=O)[O-])o1 reads Rac1 wt GTP bind = 94.0; ABCG2 block = 1.4; Rab2A wt mod = 92.0; HRas wt GTP bind = 93.0; Avidin fluor = 20; Rac1 mut GTP = 92.0; Mcl1-Noxa inh = 13.0; Cdc42 wt GTP = 92.0; Rab7 wt modul = 96.0; Pf gametocyte = -3.0; ABCB1 block = 0.5
O=C(c1ccc(N2CCCCS2(=O)=O)cc1)N1CCN(c2ccc(N3CCOCC3)nn2)CC1 reads Rac1 wt GTP bind = 102.0; ABCG2 block = 0.2; Rab2A wt mod = 99.0; HRas wt GTP bind = 98.0; Avidin fluor = 8; Rac1 mut GTP = 98.0; Mcl1-Noxa inh = 18.6; Cdc42 wt GTP = 99.0; Rab7 wt modul = 97.0; Pf gametocyte = /; ABCB1 block = 0.2

Structures shown so far that contain a nitro group on carbon, in the order listed:
SMILES	Rac1 wt GTP bind	ABCG2 block	Rab2A wt mod	HRas wt GTP bind	Avidin fluor	Rac1 mut GTP	Mcl1-Noxa inh	Cdc42 wt GTP	Rab7 wt modul	Pf gametocyte	ABCB1 block
Cc1cc([N+](=O)[O-])nn1CC(=O)Nc1sc2c(c1C(N)=O)CCCC2	?	1.3	?	?	9	?	25.7	?	?	14.5	0.0
C/C(Cn1nc([N+](=O)[O-])cc1C)=N\NC(=O)COc1c(Cl)cc(Cl)cc1Cl	102.0	3.4	98.0	100.0	9	97.0	10.5	101.0	99.0	-1.1	0.1
COc1ccc([N+](=O)[O-])cc1N(CC(=O)NCCCOC(C)C)S(C)(=O)=O	103.0	6.5	102.0	101.0	9	98.0	4.6	101.0	107.0	-6.3	1.4
O=C(O)c1ccc(-n2ccnc2)c([N+](=O)[O-])c1	105.0	10.5	99.0	101.0	5	100.0	10.8	102.0	102.0	/	1.3
O=C(N/N=C/c1ccccn1)c1ccc([N+](=O)[O-])cc1	98.0	11.3	98.0	94.0	11	96.0	-23.5	95.0	92.0	-33.4	1.7
CN(C)/N=C/c1ccc(Sc2ccccc2[N+](=O)[O-])o1	94.0	1.4	92.0	93.0	20	92.0	13.0	92.0	96.0	-3.0	0.5
